Compound activity from PubChem.
mouse EphA4 binding: inhibitors of EphA4 binding to KYL peptide, primary screen, biochemical, colorimetric, mouse EphA4 (AID 689). EphA4-AP binding to KYL peptide, pNPP A405; higher % means a stronger effect. inhibition, % at 10 µM, or IC50 in µM where a hit was titrated. 0.1% of 62,000 active; in the data active means a potency from the dose series; inactive means the rest, 99 in 100 with inhibition below about 22%
Active calls of the source: *; & = joins results of further samples. The list is partial; count on the stated rates, not on these rows.

[1] Cc1cccc(CN2CCN(S(C)(=O)=O)CC2)c1
  mouse EphA4 binding = -6%

[2] CCCCOC(=S)NC(=O)c1sc2ccccc2c1Cl
  mouse EphA4 binding = 0%

[3] CCOCCOC(=O)C1=C(C)N(C)C(=O)NC1c1ccccc1Cl (stereo not given)
  mouse EphA4 binding = 8%

[4] CCc1c(C)sc(NC(=O)c2cc(CC(C)C)on2)c1C#N
  mouse EphA4 binding = 4%

[5] CC(=O)C1=C(O)C(=O)N(c2nnn(C)n2)C1c1cccs1 (stereo not given)
  mouse EphA4 binding = -7%

[6] O=C(c1cc2ccccc2o1)N1CCN=C1SCc1cccnc1
  mouse EphA4 binding = -6%

[7] CC(C)C(=O)NC(=S)Nc1ccccc1C(F)(F)F
  mouse EphA4 binding = -4%

[8] CCCOc1ccc(/C=C/C(=O)Nc2ccc([N+](=O)[O-])cc2C)cc1
  mouse EphA4 binding = -7%

[9] Cc1ccc(-n2c(=O)c3sccc3n(CC(=O)NCc3ccco3)c2=O)cc1F
  mouse EphA4 binding = -8%

[10] Cc1ccc(C2CC(C(F)(F)F)n3nc(C(=O)NCC4CCCO4)cc3N2)cc1 (stereo not given)
  mouse EphA4 binding = -21%

[11] COc1ccc(C(=O)Nc2ccccc2C(=O)N/N=C/c2cccc3ccccc23)cc1
  mouse EphA4 binding = -16%

[12] N#CCCCCn1c(-c2cncs2)nc2ccccc21
  mouse EphA4 binding = 3%

[13] CCOC(=O)N1CCN(c2c(N3CCN(c4ccc(OC)cc4)CC3)c(=O)c2=O)CC1
  mouse EphA4 binding = -11%

[14] CN1/C(=C\C(=O)c2ccco2)C(C)(C)c2ccccc21
  mouse EphA4 binding = 0%

[15] Cc1ccc(C2(C(F)(F)F)N=C3Sc4cc(C)cc(C)c4N3C(=O)N2)cc1 (stereo not given)
  mouse EphA4 binding = 1%

[16] Cc1oc(-c2cccc(Cl)c2)nc1CN1CCCC(C(=O)NCCCN2CCOCC2)C1 (stereo not given)
  mouse EphA4 binding = -9%

[17] Cc1nn(-c2ccc(Cl)cc2)c2sc(C(=O)N3CCN(C(=O)c4ccco4)CC3)cc12
  mouse EphA4 binding = -24%

[18] O=C(NC(NC(=S)Nc1ccccc1I)C(Cl)(Cl)Cl)c1ccccc1F (stereo not given)
  mouse EphA4 binding = 6%

[19] COc1ccc(C(=O)N/C(=C\c2cccc([N+](=O)[O-])c2)C(=O)NCC(C)C)cc1
  mouse EphA4 binding = 6%

[20] COc1ccc(N2CCCCn3c2nc2c3c(=O)n(C)c(=O)n2C)cc1
  mouse EphA4 binding = -10%

[21] CSc1cc(C)nc(N(C)C(C)=O)n1
  mouse EphA4 binding = 45%

[22] COc1ccc(CCNC(=S)NC(=O)c2ccccc2)cc1OC
  mouse EphA4 binding = 4%&-4%

[23] Cc1cc(CSc2ccccc2)ccc1NC(=O)c1cccc([N+](=O)[O-])c1
  mouse EphA4 binding = -9%

[24] Cc1ccc(Cn2nnc3c(=O)[nH]c(C4CCN(S(=O)(=O)c5cc(C)ccc5C)CC4)nc32)cc1
  mouse EphA4 binding = -3%

[25] CCOC(=O)c1c(-c2ccccc2)csc1NC(=O)C1CCCO1 (stereo not given)
  mouse EphA4 binding = -10%

[26] CCOC(=O)c1c(NC(=O)CSc2nnnn2C)sc(CC)c1C
  mouse EphA4 binding = 4%

[27] O=C1Nc2cc(Cl)c(Cl)cc2N(O)N1c1ccc(Cl)cc1
  mouse EphA4 binding = -6%

[28] O=C(O)c1ccc(-c2ccco2)n1Cc1ccccc1
  mouse EphA4 binding = -12%

[29] CCOc1cc(C(=O)N2CCc3cc(OC)c(OC)cc3C2)ccc1OC(F)F
  mouse EphA4 binding = 0%

[30] COc1ccc(-n2nnnc2C(=Cc2ccc(N(C)C)cc2)c2nnnn2-c2ccc(OC)cc2)cc1
  mouse EphA4 binding = 27%

[31] COc1ccc(OC)c2[nH]c(=O)c(CCNS(=O)(=O)c3ccc(C)cc3)cc12
  mouse EphA4 binding = 2%

[32] O=C1N(Nc2ccccc2)C(c2ccc(Br)cc2)C12CCCCC2 (stereo not given)
  mouse EphA4 binding = 5%

[33] CCN(CC)c1ncn(Cc2c(Cl)cccc2Cl)c2ncnc1-2
  mouse EphA4 binding = 0%

[34] COc1ccc(N2C(=O)C(CC(=O)O)S/C2=C\C(C)=O)cc1 (stereo not given)
  mouse EphA4 binding = 4%

[35] O=c1[nH][nH]c2nc(C(F)(F)F)cc(C(F)(F)F)c12
  mouse EphA4 binding = -5%

[36] COc1ccc(S(=O)(=O)Nc2cccnc2)cc1
  mouse EphA4 binding = 6%

[37] O=C(CCS(=O)(=O)Cc1ccccc1F)N1CCc2ccccc2C1
  mouse EphA4 binding = -6%

[38] Cc1cc(-n2c(C)cc(C(=O)CSc3nnnn3-c3ccccc3)c2C)no1
  mouse EphA4 binding = 3%

[39] COc1ccc(C(=O)NCC(c2ccc(F)cc2)N2CCOCC2)cc1S(=O)(=O)N1CCCC1 (stereo not given)
  mouse EphA4 binding = 9%

[40] COc1ccc(Nc2nnc(-c3ccc(N4CCOCC4)c([N+](=O)[O-])c3)c3ccccc23)cc1
  mouse EphA4 binding = -4%

[41] COCCn1c(C)nc2oc3ccc(Br)cc3c(=O)c2c1=O
  mouse EphA4 binding = 4%

[42] COc1ccccc1CNC(=O)[C@@H]1CCCN1C(=O)C1CCN(S(=O)(=O)c2ccc(C)cc2)CC1
  mouse EphA4 binding = 6%

[43] C=CCn1c(Cc2cccs2)nnc1SCC(=O)Nc1cc(OC)cc(OC)c1
  mouse EphA4 binding = -28%

[44] COC(=O)c1ccc(NC(=O)c2cn(-c3cccc(C)n3)cn2)cc1
  mouse EphA4 binding = -14%

[45] CC(=O)N1CCN(c2ccc(NC(=O)COc3ccccc3C)cc2)CC1
  mouse EphA4 binding = 8%

Brought forward from above: three compounds, then new ones.
[43] C=CCn1c(Cc2cccs2)nnc1SCC(=O)Nc1cc(OC)cc(OC)c1
  mouse EphA4 binding = -28%

[44] COC(=O)c1ccc(NC(=O)c2cn(-c3cccc(C)n3)cn2)cc1
  mouse EphA4 binding = -14%

[45] CC(=O)N1CCN(c2ccc(NC(=O)COc3ccccc3C)cc2)CC1
  mouse EphA4 binding = 8%

[46] Clc1ccc(CNc2nc(N3CCOCC3)nc(N3CCOCC3)n2)cc1
  mouse EphA4 binding = -8%

[47] COC(=O)C(C)(C(=O)OC)c1ccc([N+](=O)[O-])cn1
  mouse EphA4 binding = 0%

[48] COc1ccc(-c2c3c(=O)n(C)c(=O)n(C)c3cn2-c2cc(OC)ccc2OC)cc1
  mouse EphA4 binding = -4%

[49] COC(=O)[C@H](C)NC(=O)Nc1ccc(S(N)(=O)=O)cc1
  mouse EphA4 binding = -3%

[50] CCOC(=O)C(C)Sc1nc(C2CC2)cc(C(F)(F)F)c1C#N (stereo not given)
  mouse EphA4 binding = -12%

[51] O=C(O)C(Cc1ccccc1)N1C(=O)/C(=C/C(Cl)=C/c2ccc([N+](=O)[O-])cc2)SC1=S (stereo not given)
  mouse EphA4 binding = 19%

[52] CCOC(=O)c1c(NC(=O)COC(=O)Cn2cnc3ccccc32)sc(C)c1C
  mouse EphA4 binding = -13%

[53] CN(C)CCCn1c(-c2ccccc2)nc(=S)c2c1CCCC2
  mouse EphA4 binding = -11%

[54] O=C(N/C=N/O)C1=NOC(CNc2ncc(C(F)(F)F)cc2Cl)C1 (stereo not given)
  mouse EphA4 binding = 3%

[55] CCOc1ccc(NC(=O)CC2C(=O)N(c3ccccc3)C(=S)N2Cc2ccccn2)cc1 (stereo not given)
  mouse EphA4 binding = 1%

[56] COc1ccc(C2C(C(=O)Nc3cccnc3)=C(C)Nc3nc(-c4ccco4)nn32)cc1 (stereo not given)
  mouse EphA4 binding = -38%

[57] CCOC(=O)Nc1sc2nc(C)cc(C)c2c1-n1cccc1
  mouse EphA4 binding = -1%

[58] CC(=O)Oc1cccc(N2C(=O)C3CC=C(Cl)CC3C2=O)c1 (stereo not given)
  mouse EphA4 binding = -10%

[59] CC1CN(C(=O)c2ccc3c(c2)OCO3)OC(c2ccccc2)O1 (stereo not given)
  mouse EphA4 binding = -7%

[60] CC(=O)Nc1ccc(NC(=O)c2ccccc2CC[N+](=O)[O-])cc1
  mouse EphA4 binding = -8%

[61] COc1ccc(NC(=O)c2c(NC(=O)CNCc3ccco3)sc3c2CCC3)cc1
  mouse EphA4 binding = -8%

[62] COCCn1nnnc1C(c1ccccc1)N1CCN(C)CC1 (stereo not given)
  mouse EphA4 binding = -13%

[63] CCN(CC)S(=O)(=O)c1ccc(C(=O)Nc2ncn(Cc3ccccc3)n2)cc1
  mouse EphA4 binding = -11%

[64] COc1ccc(-n2c(C)c3c(OC)cccc(=O)c3c2C)cc1
  mouse EphA4 binding = -3%

[65] O=[N+]([O-])c1cccc(/C=N/Nc2nccnc2Cl)c1
  mouse EphA4 binding = -14%

[66] COc1ccc(NC(=O)CN2C(=O)C(C)Oc3ccccc32)c(OC)c1 (stereo not given)
  mouse EphA4 binding = -9%

[67] CCOC(=O)N1CCN(CCC(=O)Nc2ccc(C)c(Br)c2)CC1
  mouse EphA4 binding = -4%

[68] O=C(Nc1ccc(Cl)cc1)C1CCCN(S(=O)(=O)c2cnc[nH]2)C1 (stereo not given)
  mouse EphA4 binding = -16%

[69] Cc1cccc(NC(=O)CS(=O)(=O)c2c[nH]c3ccccc23)c1C
  mouse EphA4 binding = -1%

[70] Clc1ccc(-c2nnc(-c3ccco3)o2)cc1
  mouse EphA4 binding = -10%

[71] O=C(Nc1ccc(Sc2ccc(Br)cc2)cc1)c1ccco1
  mouse EphA4 binding = 4%

[72] COc1ccc(Cl)cc1NC(=O)Cn1nc([N+](=O)[O-])cc1C
  mouse EphA4 binding = 3%

[73] CCOC(=O)C1CN(S(=O)(=O)c2ccc(F)cc2)C1
  mouse EphA4 binding = -8%

[74] COc1cc(/C=c2\sc3n(c2=O)C(c2ccccc2)C(c2ccccc2)=NN=3)ccc1O (stereo not given)
  mouse EphA4 binding = 25%

[75] Cc1cc(=O)oc2cc(OCc3ccc(Cl)cc3Cl)ccc12
  mouse EphA4 binding = -19%

[76] COc1ccc(OC)c(-n2c(-c3ccc(S(C)(=O)=O)cc3)cc(C=O)c2C)c1
  mouse EphA4 binding = 17%

[77] COc1ccc(CCNC(=O)C2CCCN(S(=O)(=O)c3cnc[nH]3)C2)cc1OC (stereo not given)
  mouse EphA4 binding = -2%

Structural class, the entries above containing fluorine.
[7] CC(C)C(=O)NC(=S)Nc1ccccc1C(F)(F)F
  mouse EphA4 binding = -4%

[9] Cc1ccc(-n2c(=O)c3sccc3n(CC(=O)NCc3ccco3)c2=O)cc1F
  mouse EphA4 binding = -8%

[10] Cc1ccc(C2CC(C(F)(F)F)n3nc(C(=O)NCC4CCCO4)cc3N2)cc1 (stereo not given)
  mouse EphA4 binding = -21%

[15] Cc1ccc(C2(C(F)(F)F)N=C3Sc4cc(C)cc(C)c4N3C(=O)N2)cc1 (stereo not given)
  mouse EphA4 binding = 1%

[18] O=C(NC(NC(=S)Nc1ccccc1I)C(Cl)(Cl)Cl)c1ccccc1F (stereo not given)
  mouse EphA4 binding = 6%

[29] CCOc1cc(C(=O)N2CCc3cc(OC)c(OC)cc3C2)ccc1OC(F)F
  mouse EphA4 binding = 0%

[35] O=c1[nH][nH]c2nc(C(F)(F)F)cc(C(F)(F)F)c12
  mouse EphA4 binding = -5%

[37] O=C(CCS(=O)(=O)Cc1ccccc1F)N1CCc2ccccc2C1
  mouse EphA4 binding = -6%

[39] COc1ccc(C(=O)NCC(c2ccc(F)cc2)N2CCOCC2)cc1S(=O)(=O)N1CCCC1 (stereo not given)
  mouse EphA4 binding = 9%

[50] CCOC(=O)C(C)Sc1nc(C2CC2)cc(C(F)(F)F)c1C#N (stereo not given)
  mouse EphA4 binding = -12%

[54] O=C(N/C=N/O)C1=NOC(CNc2ncc(C(F)(F)F)cc2Cl)C1 (stereo not given)
  mouse EphA4 binding = 3%

[73] CCOC(=O)C1CN(S(=O)(=O)c2ccc(F)cc2)C1
  mouse EphA4 binding = -8%
